Source: PubChem BioAssay (several laboratories)
TcdB GH inh: blocks C. difficile toxin B glycohydrolase activity; P18177; TcdB glycohydrolase enzymatic assay, plate reader; inhibition, % at 9.99 µM; 350,000 tested, 0.24% active; in the data active = inhibition above about 10%
MazF activator: increases E. coli MazEF RNase cleavage of RNA; P0AE70; FAM/BHQ RNA-DNA oligo cleavage fluorescence, 5 h; activation, % at 20 µM; 350,000 tested, 0.32% active; AID 504720; in the data active = activation above about 50%
Target sequence (P0AE70 whole entry, looked up): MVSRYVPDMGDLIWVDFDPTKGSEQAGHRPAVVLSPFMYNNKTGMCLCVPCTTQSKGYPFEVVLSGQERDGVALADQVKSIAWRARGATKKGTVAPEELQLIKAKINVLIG
Anthrax LF inh2: blocks Bacillus anthracis lethal factor protease; P15917; AID 588501; inhibition, % at 10 µM; multiplex microsphere protease cleavage assay, LF; 360,000 tested, 0.12% active; in the data active = inhibition above about 30%; note: plate controls were buffer without enzyme for full effect and enzyme alone for no effect
VHR inh abs: inhibitors of human VHR1 phosphatase (DUSP3); 290,000 tested, 0.52% active; recombinant VHR phosphatase, pNPP absorbance; inhibition, % at 13.3 µM; AID 1654; P51452; in the data active = inhibition above about 50%; note: some compounds called inactive have numbers as strong as hits
Target sequence (P51452 whole entry, looked up): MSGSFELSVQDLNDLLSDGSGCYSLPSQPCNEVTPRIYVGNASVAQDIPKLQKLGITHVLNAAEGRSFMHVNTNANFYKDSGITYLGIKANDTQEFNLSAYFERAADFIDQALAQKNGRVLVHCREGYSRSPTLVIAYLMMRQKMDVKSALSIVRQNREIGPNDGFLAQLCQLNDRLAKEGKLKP
3CLpro inhibitor: SARS-CoV 3CLpro protease inhibition; inhibition, % at 6 µM; AID 1706; 290,000 tested, 0.14% active; P0C6X7; recombinant SARS-CoV 3CLpro, quenched FRET peptide cleavage; in the data active = inhibition above about 12%
PfHsp40 rescue: compounds rescuing yeast from Plasmodium falciparum HSP40 toxicity; S. cerevisiae expressing PfHsp40, growth rescue, ATP luminescence; growth rescue, % at 12.5 µM; 340,000 tested, 0.68% active; in the data active = growth rescue above about 28%, passing the limit was not always enough;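 note: yeast W303a lacking pdr1 and pdr3 grown in galactose medium; growth measured after three days at 30 °C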
Rv3671c inh: Rv3671c (M. tuberculosis) protease inhibition | P9WHR9 | inhibition, % at 5.96 µM | 320,000 tested, 0.048% active; in the data active = inhibition above about 38%;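 note: extracellular domain of Rv3671c used as enzyme; 0% = enzyme with DMSO and 100% = no enzyme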
Target sequence (P9WHR9 whole entry, looked up, the tested form may be a part): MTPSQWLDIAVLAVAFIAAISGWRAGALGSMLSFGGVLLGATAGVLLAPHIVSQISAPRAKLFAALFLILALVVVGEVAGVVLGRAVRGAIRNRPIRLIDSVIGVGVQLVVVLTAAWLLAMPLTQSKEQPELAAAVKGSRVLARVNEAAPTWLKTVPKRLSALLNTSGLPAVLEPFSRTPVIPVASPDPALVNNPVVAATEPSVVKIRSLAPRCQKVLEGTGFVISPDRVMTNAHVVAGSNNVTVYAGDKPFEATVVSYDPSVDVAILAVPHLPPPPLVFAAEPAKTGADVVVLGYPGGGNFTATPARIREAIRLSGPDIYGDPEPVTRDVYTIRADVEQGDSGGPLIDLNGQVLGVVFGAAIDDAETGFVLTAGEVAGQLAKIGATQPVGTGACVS
Vc quorum ag: quorum light induction in luxS cqsA deficient V. cholerae; V. cholerae BH1578 lux reporter, luminescence, 6 h; 350,000 tested, 0.16% active; AID 588436; activation, % at 18.7 µM; in the data active = activation mostly above about 9.7%, no sharp cut-off; note: not every result past the cut was called active; inactives centre near 0; reference of the scale not given here
SSB-PriA inh: inhibitors of Klebsiella pneumoniae PriA binding to SSB C-terminal tail. AID 1272365. AlphaScreen SSBct-PriA binding, biotinylated peptide. inhibition, % at 33 µM. 430,000 tested, 0.6% active; in the data active = inhibition mostly above about 37%, no sharp cut-off; inactive = mostly below about 20%;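 note: plate controls were negative control peptide for no effect and reference peptide for full effect; strong numbers were not always called active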
Y pestis TopoI: Y. pestis Topo-I inhibition via cleavage products. Y. pestis Topo-I cleavage product accumulation, plate reader. activity, % at 10 µM. 360,000 tested, 0.064% active; in the data active = activity above about 50%, passing the limit was not always enough; note: inactives centre near 2
The depositor's hits bear a star; i = inactive; . = no result given; & = joins results of further samples. This is a subset; rates above refer to the full screens.

SMILES	TcdB GH inh	MazF activator	Anthrax LF inh2	VHR inh abs	3CLpro inhibitor	PfHsp40 rescue	Rv3671c inh	Vc quorum ag	SSB-PriA inh	Y pestis TopoI
O=C(CSc1nc2ccccc2o1)N/N=C/c1ccccc1C(=O)O	-2.0	-8.2	-5.4	-7.7	-2.3	-0.6	-1.2	-0.6	i	-0.8
O=C(COC(=O)/C=C/c1ccc(C(F)(F)F)cc1)NC1CCCC1	0.9	-1.7	.	9.6	1.1	-0.4	-5.5	0.5	2.4	2.0
c1ccc2c(CN3CCOCC3)c3ccccc3c(CN3CCOCC3)c2c1	-0.1	-8.5	10.1	19.7	3.1	-1.4	9.1	i	9.9	3.7
CCN1CCN(C(=O)C(C)Sc2nnc3nc(C)cc(C)n23)CC1 (stereo not given)	0.3	-3.8	-0.3	.	.	0.1	-5.9	-0.2	-10.3	4.4
CC(=O)C1=NOC(CNC(=O)c2c(-c3ccccc3Cl)noc2C)C1 (stereo not given)	.	12.2	-2.2	16.4	1.7	0.2	-3.7	i	-8.8	-4.0
COc1ccc(OC)c(CCNC(=O)c2ccc(CS(=O)(=O)c3ccc(Br)cc3)o2)c1	-0.1	1.9	-1.4	16.1	5.0	-0.5	-1.5	-0.4	-9.0	26.0
O=C(CCNS(=O)(=O)c1ccc2c(c1)CCC(=O)N2)NCc1cccnc1	.	9.0	-3.4	20.2	-2.0	-0.3	-4.6	-2.2	-2.2	5.3
COc1cccc(C2c3c(oc4ccccc4c3=O)C(=O)N2CCCN(C)C)c1OC (stereo not given)	.	9.3	-0.9	-21.6	8.8	-0.6	19.9	1.4	-0.2	2.9
CN(C(=O)Nc1ccc(F)cc1)[C@H]1C[C@H]2c3[nH]c4ccccc4c3CCN2C(=O)[C@H]1CO	3.4	7.7	1.1	.	.	.	.	2.0	.	9.2
CCN(CC)S(=O)(=O)c1cccc(C(=O)Nc2ccc(C#N)cc2)c1	.	-2.8	0.3	-15.6	-1.6	-0.9	0.3	i	7.6	6.3
CCn1c(O)c(N=NC(=O)CNC(=O)c2cccnc2)c2ccccc21	1.7	-5.5	5.5	.	.	.	.	-5.0	.	-3.9
Cn1c(Cn2c(=O)sc3ccccc32)nnc1SCC(=O)Nc1ccc2c(c1)OCO2	0.1	5.6	6.5	.	1.9	-0.1	5.1	-0.2	-5.0	3.0
COc1ccc(OC(=O)c2cc3cc(Cl)ccc3oc2=O)cc1	-0.5	-4.0	14.1	30.3	1.3	-0.5	-3.2	-0.4	-15.9	0.8
Nn1c(-c2ccccc2Cl)nnc1-c1ccccc1Cl	.	8.6	-1.8	13.2	2.5	0.4	-0.8	1.9	-14.6	-1.5
COc1ccc(CC(C(=O)Nc2cccc(F)c2)c2nn[nH]n2)c(OC)c1 (stereo not given)	.	4.5	-5.6	18.2	5.6	0.5	-8.6	-0.3	3.0	0.9
Cc1nc(N2CCC(C)CC2)c2c(C)c(C(=O)Nc3ccc4c(c3)OCCO4)sc2n1	-1.6	-1.2	.	5.3	14.2*	0.4	-5.0	-2.6	-19.1	21.2
CN(CC(=O)Nc1ccc(F)c(F)c1F)C(=O)C1CCCO1 (stereo not given)	0.1	3.1	.	.	.	0.0	3.5	i	-3.3	-3.7
O=C(Oc1ccccc1O)c1cccc2ccccc12	2.2	.	-5.9	35.6	0.0	.	2.3	-0.4	.	2.9
Fc1ccc(-c2cc3nc(-c4ccccc4)cc(N4CCN(CCN5CCOCC5)CC4)n3n2)cc1	.	-14.2	-2.7	7.8	-0.6	4.2	.	i	-39.0	20.3
CCN1CCN(C(=O)c2cc3cc([N+](=O)[O-])ccc3oc2=O)CC1	1.0	-2.5	.	9.6	2.9	-0.9	3.2	i	2.3	-1.9
CCN1CCN(C(=O)C(=O)c2c(C)[nH]c3ccccc23)CC1	0.8	-2.3	-0.1	26.2	0.6	-0.6	1.2	-1.0	-8.8	0.7
CCC1Oc2ccc(C)cc2N(CC(=O)NCCN2C(C)CCCC2C)C1=O (stereo not given)	.	5.6	-5.7	-0.2	1.4	-0.6	-7.3	i	7.4	-0.4
CCOc1ccc(N(CC(=O)NC2CCCCC2)C(=O)CNC(=O)c2ccco2)cc1	.	-7.6	1.0	.	2.1	1.3	-0.9	-0.8	-22.5	6.4
CN(C)S(=O)(=O)c1ccc(/C(O)=C2/C(=O)C(=O)N(Cc3cccnc3)C2c2ccncc2)cc1 (stereo not given)	.	3.1	-2.9	-0.8	-1.6	0.7	5.2	12.5	.	5.1
CCCNc1c(NS(=O)(=O)c2ccc(NC(=O)CC)cc2)c(=O)oc2ccccc12	-1.7	7.1	-1.8	35.2	-2.3	0.4	2.5	i	8.0	-0.9
CCOC(=O)c1[nH]c(C)c(C(=O)NCc2ccccn2)c1C	.	-2.5	-5.3	26.4	-1.7	-0.2	1.1	-0.2	-25.8	3.5
CC(C)n1cc(/C=C(\C#N)S(=O)(=O)c2ccccc2)c2ccccc21	.	5.8	1.4	-5.8	3.5	5.1	-3.2	-0.3	-6.5	19.8
O=C(O)CCCC(=O)Nc1ccc(Br)cc1	.	-2.1	-1.0	7.6	-1.7	-0.7	9.6	-5.9	-4.3	-12.4
CC/C(=C\C1CCCCC1)C(NP(=O)(c1ccccc1)c1ccccc1)c1ccccc1 (stereo not given)	0.4&0.1	-1.1	-6.6	-10.7	-1.1	0.8	-7.0	0.4	-2.8	0.9
Nc1nnc(CC(=O)N2CCCCC2)s1	.	9.6	4.6	0.0	-3.8	6.8	-1.1	i	-3.4	6.7
COC(=O)c1sccc1N/N=C(\C)c1ccc(F)c(Cl)c1	.	-4.7	-1.3	26.4	1.8	-1.7	2.7	i	.	3.8
CCc1ccc(CN2CCC(Oc3ccc(C(=O)N4CCCC4)cc3)CC2)cc1	2.3	-0.1	1.1	36.6	-0.8	-0.3	-1.1	i	-8.0	24.6
O=C(NCc1ccc2c(c1)OCO2)c1ccc(Cl)nc1	1.1	-4.8	0.1	-1.4	-1.5	-0.6	7.5	-0.3	-20.1	-4.5
CCOc1ccc(CCNC(=O)CSc2cc(=O)n(C)c3ccccc23)cc1OCC	.	-6.8	0.2	12.4	-2.1	-0.6	2.6	-0.6	-7.1	6.4
COc1cc(OC)c(C(=O)C=Cc2ccc(OC)c(OC)c2)c(OC)c1	4.0	1.6	4.6	.	.	0.2	.	-3.3	0.9	0.5
CC(C)(C)C(=O)N1CCN(c2ccc(NC(=O)c3ccc([N+](=O)[O-])o3)cc2)CC1	1.0	5.3	-1.5	24.8	-5.6	0.0	-8.1	-0.2	-19.8	-6.2
CCCn1c(NC(=O)CN2C(=O)NC3(CCCCC3)C2=O)nc2ccccc21	-1.3	1.2	1.3	.	.	0.7	-0.8	i	-13.0	3.3
O=C(CSc1nnc(C2CC2)n1C1CC1)Nc1cccc(Br)c1	0.7	-31.6	0.4	.	.	-1.3	-3.8	i	31.2	-1.9
Cc1ccc(S(=O)(=O)N2CCN(C(C)CC(=O)O)CC2)cc1 (stereo not given)	-0.7	-0.6	-7.7	17.8	3.5	0.1	6.7	-0.7	4.4	-0.9
CCCC(=O)Nc1nnc(CCN2CCCCC2)s1	.	10.2	.	31.5	-6.4	0.7	3.6	-0.2	-15.2	7.5
CCOC(=O)c1cc(-c2ccccc2)nn1CC1CC(c2cccnc2)=NO1 (stereo not given)	-0.8	2.5	-3.4	.	.	0.6	-6.7	-2.7	-6.2	8.5
CCOC(=O)N1CCN(c2nc(-c3ccccc3)c3cc(C)ccc3n2)CC1	2.3	2.3	13.4	23.6	1.2	-2.1	5.4	i	-15.9	-0.6
CCn1nc(NC(=O)c2ccccc2)c2cc3cccc(C)c3nc21	-0.9	5.2	-9.0	17.0	5.4	5.9	-3.6	3.7	-50.6	13.3
COc1cccc(C2c3c(oc4ccccc4c3=O)C(=O)N2CCCN2CCOCC2)c1OC (stereo not given)	1.1	3.9	5.7	.	.	-1.3	.	i	0.8	7.5
CCOC(=O)c1oc2cc(O)ccc2c(=O)c1-c1ccc(OC)cc1	.	-11.4	2.9	34.5	1.1	0.5	-8.0	i	-19.9	-5.3
O=C(Nc1cccc2c1CCCC2)c1cc([N+](=O)[O-])cc([N+](=O)[O-])c1	-0.3	47.1	-1.4	4.1	-0.1	3.9	-0.6	-0.3	-11.7	-3.9
COc1cc(/C=C/c2sc3ccccc3[n+]2CCCS(=O)(=O)[O-])ccc1O	10.4*	-80.0	-1.3	38.0	-4.9	0.1	-347.6	-0.3	-6.5	5.8
O=C(N/N=C/c1ccc(Cl)cc1)C(=O)N1CCCCCC1	0.4	-0.5	-1.1	-22.4	1.2	18.5	2.5	4.4	.	11.3

Record cards, from the list above:
CC(C)(C)C(=O)N1CCN(c2ccc(NC(=O)c3ccc([N+](=O)[O-])o3)cc2)CC1 is entered as TcdB GH inh: 1.0; MazF activator: 5.3; Anthrax LF inh2: -1.5; VHR inh abs: 24.8; 3CLpro inhibitor: -5.6; PfHsp40 rescue: 0.0; Rv3671c inh: -8.1; Vc quorum ag: -0.2; SSB-PriA inh: -19.8; Y pestis TopoI: -6.2
CCCC(=O)Nc1nnc(CCN2CCCCC2)s1 is entered as TcdB GH inh: .; MazF activator: 10.2; Anthrax LF inh2: .; VHR inh abs: 31.5; 3CLpro inhibitor: -6.4; PfHsp40 rescue: 0.7; Rv3671c inh: 3.6; Vc quorum ag: -0.2; SSB-PriA inh: -15.2; Y pestis TopoI: 7.5
O=C(CSc1nnc(C2CC2)n1C1CC1)Nc1cccc(Br)c1 is entered as TcdB GH inh: 0.7; MazF activator: -31.6; Anthrax LF inh2: 0.4; VHR inh abs: .; 3CLpro inhibitor: .; PfHsp40 rescue: -1.3; Rv3671c inh: -3.8; Vc quorum ag: i; SSB-PriA inh: 31.2; Y pestis TopoI: -1.9

Next part.
SMILES	TcdB GH inh	MazF activator	Anthrax LF inh2	VHR inh abs	3CLpro inhibitor	PfHsp40 rescue	Rv3671c inh	Vc quorum ag	SSB-PriA inh	Y pestis TopoI
Cc1ccc(C)c(NC(=O)c2nnn(Cc3ccccc3)c2N)c1	.	-4.7	-0.7	22.1	-4.2	1.2	-11.6	-0.3	-13.2	8.4
O=C(Nc1nc2ccc(S(=O)(=O)N3CCCC3)cc2s1)c1ccccn1	0.1	0.9	-0.8	14.0	-5.7	-2.0	-11.0	.	-7.7	-15.9
CCC(NC(=S)NCc1ccc(F)cc1)c1ccc(C)cc1 (stereo not given)	-0.1	0.9	-3.6	-8.7	-1.2	-1.7	-3.4	-0.3	-3.9	7.5
CN(CC(=O)Nc1ccccc1Br)C(=O)c1cccnc1Nc1cccc(C(F)(F)F)c1	0.6	1.9	8.8	-13.9	8.3	-0.8	-16.9	0.4	-3.4	-2.5
CCNc1nnc(-c2ccccc2OC)s1	.	-1.4	.	14.7	-3.2	.	-2.5	.	3.7	.
CC(CCc1ccccc1)NC(=O)CN1CCN(c2ccccc2)CC1 (stereo not given)	-1.6	8.4	-1.9	-22.2	1.8	-0.3	3.3	-0.9	-15.8	1.2
NC(=S)n1[nH]c(-c2ccc([N+](=O)[O-])cc2)c(N=Nc2cccc(Cl)c2)c1=O	0.4	-9.9	3.1	23.3	3.8	1.8	.	-0.5	4.5	-1.8
O=C(NCc1ccco1)c1ccc(COc2ccccc2Cl)cc1	.	-5.6	-2.5	9.7	1.1	-0.7	-17.4	i	-17.3	25.1
COCCCN1Cc2ccccc2C1=N	.	1.3	6.9	17.7	-5.5	-0.9	5.3	-1.8	-8.1	2.3
Cc1cc(C)cc(OCC(=O)N(Cc2ccc(N(C)C)cc2)C2CCS(=O)(=O)C2)c1 (stereo not given)	-4.3	3.2	-2.6	23.3	3.5	0.2	-8.3	-0.9	24.6	21.9
CCOC(=O)N1CCN(S(=O)(=O)c2ccc(C)c(C)c2C)CC1	.	-0.7	0.1	-2.4	6.1	0.6	-1.2	i	-7.9	5.2
CCOC(=O)C1CCCN(C(=O)c2cccc(NC(=O)C(CC)CC)c2)C1 (stereo not given)	-0.2	2.0	-2.6	33.4	-1.4	-0.7	-4.1	-0.2	-2.2	-7.2
COc1cccc(Nc2nc(-c3cccc(N4C(=O)c5ccccc5C4=O)c3)cs2)c1	.	8.1	-5.9	13.2	1.9	0.1	-2.1	3.7	-1.2	-16.9
